CCR6 antagonist = CCR6 (human) receptor antagonism; hit rate 0.49% among 340,000; AID 493098; inhibition, % at 20 µM; P51684; CHO-K1 CCR6 PathHunter beta-arrestin, luminescence, CCL20-stimulated;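 active = compounds whose inhibition of the agonist-driven luminescence signal at 20 µM reaches about 50%, limit read from the data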;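 also: cells stimulated with CCL20 at 14 nM final; plate controls were DMSO with CCL20 for no effect and DMSO without agonist for full effect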
Target sequence (P51684 whole entry, looked up): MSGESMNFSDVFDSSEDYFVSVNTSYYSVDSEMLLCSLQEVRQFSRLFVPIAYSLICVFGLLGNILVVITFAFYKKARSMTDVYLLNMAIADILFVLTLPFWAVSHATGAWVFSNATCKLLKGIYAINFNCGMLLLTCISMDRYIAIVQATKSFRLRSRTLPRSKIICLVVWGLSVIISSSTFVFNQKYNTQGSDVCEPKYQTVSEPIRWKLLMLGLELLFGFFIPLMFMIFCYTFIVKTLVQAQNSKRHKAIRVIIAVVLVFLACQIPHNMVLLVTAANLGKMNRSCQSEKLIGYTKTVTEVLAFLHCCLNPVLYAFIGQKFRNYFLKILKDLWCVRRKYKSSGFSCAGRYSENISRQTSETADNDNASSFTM
APJ antag = antagonists of human APJ apelin receptor | CHO-K1 APJ beta-arrestin complementation, luminescence | AID 2521 | P35414 | inhibition, % at 20 µM | hit rate 0.32% among 330,000;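 active = inhibition above about 40% at 20 µM, limit read from the data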;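 also: cells challenged with 10 nM apelin-13 agonist together with compound; plate controls were apelin-13 plus DMSO wells for no effect and DMSO wells lacking apelin-13 for full effect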
Target sequence (P35414 whole entry, looked up): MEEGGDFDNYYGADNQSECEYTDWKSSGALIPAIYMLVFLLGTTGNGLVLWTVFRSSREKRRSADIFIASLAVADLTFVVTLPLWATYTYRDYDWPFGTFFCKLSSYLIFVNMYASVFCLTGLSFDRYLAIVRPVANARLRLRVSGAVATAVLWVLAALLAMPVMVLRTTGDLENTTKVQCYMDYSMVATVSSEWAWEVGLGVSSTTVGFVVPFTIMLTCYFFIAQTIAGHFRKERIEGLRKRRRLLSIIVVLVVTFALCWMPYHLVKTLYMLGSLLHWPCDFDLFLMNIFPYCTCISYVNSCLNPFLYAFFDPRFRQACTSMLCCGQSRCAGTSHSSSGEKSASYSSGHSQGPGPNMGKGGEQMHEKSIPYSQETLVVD
Gli-Sufu antag = blocks Gli-Sufu signaling in a luciferase reporter. Sufu-KO-LIGHT fibroblasts, Gli luciferase reporter luminescence. inhibition, % at 5 µM. hit rate 0.74% among 340,000;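 active = inhibition above about 55%, limit read from the data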;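 also: 0% = DMSO-treated cells and 100% = wells with medium but no cells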
Jurkat NFkB inh = inhibitors of the PMA/ionomycin-induced NF-kB reporter in Jurkat cells; PMA/ionomycin-induced NF-kB luciferase reporter, luminescence; inhibition, % at 4 µM; hit rate 0.53% among 330,000; in the data active = inhibition above about 50%
CXCR6 inh = CXCR6 (human) receptor inhibition | inhibition, % at 20 µM | hit rate 0.36% among 360,000 | AID 602244 | CHO-K1 PathHunter CXCR6 beta-arrestin, luminescence | O00574; in the data active = inhibition above about 34%, passing the limit was not always enough;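 also: antagonist mode with CXCL16 agonist at 10 nM final; 0% = 10 nM CXCL16 with DMSO and 100% = unstimulated wells without agonist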
EBI2 antag = EBI2 (human) antagonism. P32249. EBI2 beta-arrestin recruitment, luminescence, 7a,25-OHC stimulated. inhibition, % at 5 µM. hit rate 0.81% among 360,000. AID 651636; in the data active = inhibition above about 38%;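 also: enzyme fragment complementation signal reports receptor beta-arrestin coupling in cells; 0% = agonist plus DMSO wells and 100% = wells without agonist; some results beyond the cut were filed as inactive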
697 NFkB inh = inhibitors of the PMA/ionomycin-induced NF-kB reporter in 697 B cells; 697 B-cell NF-kB luciferase reporter, 16 h; hit rate 0.33% among 330,000; inhibition, % at 4 µM; in the data active = inhibition above about 35%
UBC13 polyUb = human UBC13 polyubiquitination inhibition; P61088; UBC13 polyubiquitin chain formation, TR-FRET; inhibition, % at 20 µM; hit rate 0.47% among 330,000; in the data active = inhibition above about 45%, passing the limit was not always enough
Target sequence (P61088 whole entry, looked up): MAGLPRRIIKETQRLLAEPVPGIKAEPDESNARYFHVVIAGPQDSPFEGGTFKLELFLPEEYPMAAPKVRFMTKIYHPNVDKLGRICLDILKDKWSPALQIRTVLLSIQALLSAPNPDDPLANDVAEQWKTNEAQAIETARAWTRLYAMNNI
* marks the source's active call; other numbers are inactive results; · = no result given.

structure,CCR6 antagonist,APJ antag,Gli-Sufu antag,Jurkat NFkB inh,CXCR6 inh,EBI2 antag,697 NFkB inh,UBC13 polyUb
COc1ccc(CC(=O)NCC2CCCN(Cc3ccc(OC)cc3F)C2)cc1 (stereo unspecified),14,-6,16,-26,-3,-9,-32,-8
CC(=O)Nc1ccc(NC(=O)CSc2nccn2Cc2ccc(Cl)cc2)cc1,13,-2,14,-3,-4,1,-15,-5
CCCn1c(SCC(=O)N2CCCCC2)nnc1C(C)C,-4,12,-3,7,-4,-18,7,-6
Cc1onc(-c2ccccc2Cl)c1C(=O)OCc1nnc(-c2ccccc2)o1,15,12,-9,5,4,-1,-14,0
O=c1c2c(nc3n1CCS3)c1cc(F)ccc1n2Cc1cc(=O)n2cc(Cl)ccc2n1,5,-12,-1,11,·,·,6,1
Cc1cc(C)nc(NS(=O)(=O)c2ccc(NC(=O)C3CC3)cc2)n1,4,12,10,-18,3,-11,-24,-3
COC(=O)c1cc(Cl)c(NC(=O)C(C)C)cc1OC,3,-3,-1,0,1,1,-9,-6
COCCn1ccc(O)c(Cc2ccc(Cl)cc2)c1=O,-9,4,-1,-7,-5,1,6,5
COc1ccc(Cn2nnnc2C(c2ccc3ncccc3c2)N2CCN(C3CCCCC3)CC2)cc1 (stereo unspecified),1,-3,18,11,4,8,12,10
CCC(c1ccc(O)cc1)C(CC)c1ccc(O)cc1 (stereo unspecified),-15,-4,-4,-4,-15,42,6,9
O=C(COC(=O)c1ccc(S(=O)(=O)Nc2ccccc2)cc1)NCC1CCCO1 (stereo unspecified),14,24,5,-2,0,-10,7,-6
COc1ccc(NS(=O)(=O)Cc2ccccc2)cc1OC,-2,-15,5,4,-4,-2,-15,-8
O=C(CCC(=O)NNC(=O)c1ccccc1[N+](=O)[O-])NCc1ccccc1,7,-30,-1,-6,-1,-9,1,-5
CCOc1cc(NC(=S)NCCCN(C)C)c(OCC)cc1NC(=O)C1CC1,10,7,4,1,2,-12,12,0
O=C(CSc1nnc(Cc2cc(=O)[nH]c(=O)[nH]2)n1-c1ccccc1)N1CCCCC1,-1,-14,-5,14,-4,1,21,4
COc1ccccc1N1CCN(C(=O)c2ccc(Cn3c(=O)[nH]c4ccsc4c3=O)cc2)CC1,1,-11,5,5,5,8,-12,16
CC(=O)NS(=O)(=O)c1ccc(NC(=O)c2ccccc2F)cc1,-18,-10,0,-4,-1,-16,6,8
COc1ccc(S(=O)(=O)N(CC(=O)NCc2ccncc2)c2cc(C)cc(C)c2)cc1OC,-2,2,24,7,0,7,10,-2
Nc1c(N(CCCO)C(=O)C2CCCCC2)c(=O)[nH]c(=O)n1Cc1ccccc1,2,-2,-2,-1,5,-15,5,1
Cc1ccc(Nc2nc3nonc3[nH]c2=O)cc1Cl,8,3,-1,-5,11,-2,-2,-8
CCC(C(=O)N1CC2(C)CC1CC(C)(C)C2)N1C(=O)c2ccccc2C1=O (stereo unspecified),14,9,-3,-14,2,-8,21,3
Nc1ccc(Oc2ccccc2F)nc1,6,8,3,-16,-20,5,-6,-6
C=C(C)C1Cc2c(C)nn(-c3ccccc3)c2C1 (stereo unspecified),25,13,-14,17,-6,-10,16,3
Cc1ccc(CN2CCC(NC(=O)c3ccccc3)CC2)cc1,-2,-17,18,-25,-4,-17,-30,-6
O=[N+]([O-])c1ccc(Cl)c(S(=O)(=O)NCCc2ccccn2)c1,1,7,8,-166,-10,-21,11,-19
Cn1cnnc1SCc1ccc(C(=O)O)cc1,19,-3,-1,6,4,-6,20,1
Cc1cccc(CCN2CCN=C2N(C)C)c1,1,6,6,-6,0,-2,8,-5
CCCc1nnc(SCC(=O)N2CCCC2)n1CC1CCCO1 (stereo unspecified),-13,-4,0,-22,-6,-13,8,6
CCC(C(=O)OCC(=O)NC(=O)c1ccccc1)c1ccccc1 (stereo unspecified),-8,-64,-12,-3,0,6,12,0
CSc1nc2ccccc2n1CC(=O)N1CCCCC1,0,13,-30,6,-4,1,18,8
O=C(c1ccc(OCC2CCCO2)cc1)N1CCN(c2ccccc2)CC1 (stereo unspecified),2,6,-3,-8,-4,11,-13,-2
OCCC1CN(Cc2nc(-c3ccc(F)cc3)cs2)CCN1CCc1ccccc1 (stereo unspecified),2,-3,-1,-6,-12,-4,-10,1
NC1=NC(=O)/C(=C/c2cn(CCC(=O)O)nc2-c2ccc(F)cc2)S1,2,9,-1,-1,-4,-1,24,-9
S=c1[nH]c(-c2ccccc2)cs1,-8,-10,-18,-21,-4,7,0,-1
CC(C)c1ccc(OCC(=O)NC(=S)Nc2ccc3c4c(cccc24)CC3)cc1,8,-11,4,1,8,7,1,-9
COc1ccccc1-c1ccc(=O)n(CC(=O)Nc2ccc(C(=O)N3CCCC3)cc2)n1,-4,6,2,18,-2,4,15,16
COCCSc1ccccc1C(=O)Nc1ccc(S(=O)(=O)N2CCOCC2)cc1,20,8,2,-3,-8,-2,-19,-7
CC1=C/C(=N\OS(=O)(=O)c2ccccc2)C(C(C)C)=CC1=O,21,·,7,·,7,-43,·,·
CN(C)/C=C/C(=O)c1ccc(Oc2ccccc2)cc1,6,8,-65,-69,8,23,-87,-7
COCCNC(=O)CN(c1cc(C(F)(F)F)ccc1Cl)S(C)(=O)=O,1,11,0,10,6,-9,17,-10
O=C(Nc1ccc(O)cc1)c1ccc2c(c1)C(=O)N(N1C(=O)c3ccccc3C1=O)C2=O,7,8,1,13,5,0,-21,-4
O=S(=O)(Cc1cnc(Cl)s1)c1ccccc1,-5,-2,9,-22,-6,-18,-9,-2
O=C(COC(=O)c1ccccc1Br)NC1CCCC1,2,26,-36,-17,-2,1,-15,-3
COC(=O)c1cc(OC)c(OC)cc1NC(=O)c1ccc(Br)o1,2,9,-4,1,-3,-2,5,11
Cc1nnc(SCC(=O)N2CCC(C(N)=O)CC2)s1,-10,16,5,6,-5,-20,15,-1
CCOC(=O)c1ccc(N2C(=O)C(O)=C(C(C)=O)C2c2ccccc2)cc1 (stereo unspecified),1,12,-1,-10,-5,-5,0,-13
COC(=O)C(COC(=O)c1c(F)cccc1F)NC(=O)c1c(F)cccc1F (stereo unspecified),-7,0,7,6,-1,-6,0,3
O=C(COc1cc2oc(=O)c3c(c2cc1Cl)CCC3)NCC(O)c1ccccc1 (stereo unspecified),14,0,2,7,4,-2,16,13
CCc1ccc(NS(=O)(=O)c2cccc3nonc23)cc1,4,3,0,-5,7,1,-6,-2
CCCC/C(C)=N\NC(=O)CNS(=O)(=O)c1ccc([N+](=O)[O-])cc1,-1,-17,17,12,-18,-4,21,-8
O=C(NCC(c1ccco1)N1CCCCC1)c1cccc(S(=O)(=O)Nc2ccccc2Cl)c1 (stereo unspecified),6,-11,12,-11,-12,-4,-27,-10
Cc1cccc(NC(=S)Nc2cccc(C(F)(F)F)c2)n1,-7,18,4,16,8,23,-24,10
CC(C)(C)OC(=O)N[C@@H](Cc1c[nH]c2ccccc12)c1nnc(SCC(N)=O)o1,-3,8,1,-12,-3,-4,15,8
COc1ccccc1OC(C)C(=O)Nc1ccc(S(=O)(=O)N2CCN(C)CC2)cc1 (stereo unspecified),-7,2,19,-13,-1,6,14,-1
Cc1cccn2c(=O)c3cc(C(=O)NCCCn4ccnc4)n(C)c3nc12,-1,·,22,·,-12,4,·,·
CC(C)c1ccc(CN2CCC(C(=O)NCc3cccnc3)CC2)cc1,-9,12,3,7,-5,-6,-1,0
C=CCc1cccc2cc(C(=O)N3CCN(C(=O)c4ccccc4)CC3)c(=O)oc12,14,22,-11,2,-2,10,23,5
CCNc1nnc(SCC(=O)c2cc(C)n(C3CC3)c2C)s1,-4,-31,-10,8,-4,7,8,-3
O=C(NNC1=C(C(=O)C(F)(F)F)CCC1)c1ccccc1O,-6,-1,-2,0,7,8,-20,-27
CCCNC(=O)COC(=O)c1cc(C)nc2ccccc12,5,14,1,5,-2,-11,0,-10

Taken from above (16 entries):
structure,CCR6 antagonist,APJ antag,Gli-Sufu antag,Jurkat NFkB inh,CXCR6 inh,EBI2 antag,697 NFkB inh,UBC13 polyUb
O=C(c1ccc(OCC2CCCO2)cc1)N1CCN(c2ccccc2)CC1 (stereo unspecified),2,6,-3,-8,-4,11,-13,-2
OCCC1CN(Cc2nc(-c3ccc(F)cc3)cs2)CCN1CCc1ccccc1 (stereo unspecified),2,-3,-1,-6,-12,-4,-10,1
NC1=NC(=O)/C(=C/c2cn(CCC(=O)O)nc2-c2ccc(F)cc2)S1,2,9,-1,-1,-4,-1,24,-9
S=c1[nH]c(-c2ccccc2)cs1,-8,-10,-18,-21,-4,7,0,-1
CC(C)c1ccc(OCC(=O)NC(=S)Nc2ccc3c4c(cccc24)CC3)cc1,8,-11,4,1,8,7,1,-9
COc1ccccc1-c1ccc(=O)n(CC(=O)Nc2ccc(C(=O)N3CCCC3)cc2)n1,-4,6,2,18,-2,4,15,16
COCCSc1ccccc1C(=O)Nc1ccc(S(=O)(=O)N2CCOCC2)cc1,20,8,2,-3,-8,-2,-19,-7
CC1=C/C(=N\OS(=O)(=O)c2ccccc2)C(C(C)C)=CC1=O,21,·,7,·,7,-43,·,·
CN(C)/C=C/C(=O)c1ccc(Oc2ccccc2)cc1,6,8,-65,-69,8,23,-87,-7
COCCNC(=O)CN(c1cc(C(F)(F)F)ccc1Cl)S(C)(=O)=O,1,11,0,10,6,-9,17,-10
O=C(Nc1ccc(O)cc1)c1ccc2c(c1)C(=O)N(N1C(=O)c3ccccc3C1=O)C2=O,7,8,1,13,5,0,-21,-4
O=S(=O)(Cc1cnc(Cl)s1)c1ccccc1,-5,-2,9,-22,-6,-18,-9,-2
O=C(COC(=O)c1ccccc1Br)NC1CCCC1,2,26,-36,-17,-2,1,-15,-3
COC(=O)c1cc(OC)c(OC)cc1NC(=O)c1ccc(Br)o1,2,9,-4,1,-3,-2,5,11
Cc1nnc(SCC(=O)N2CCC(C(N)=O)CC2)s1,-10,16,5,6,-5,-20,15,-1
CCOC(=O)c1ccc(N2C(=O)C(O)=C(C(C)=O)C2c2ccccc2)cc1 (stereo unspecified),1,12,-1,-10,-5,-5,0,-13

Following part.
structure,CCR6 antagonist,APJ antag,Gli-Sufu antag,Jurkat NFkB inh,CXCR6 inh,EBI2 antag,697 NFkB inh,UBC13 polyUb
Cc1ccc2c(=O)cc(C(=O)NCCc3ccc(S(N)(=O)=O)cc3)oc2c1C,6,18,-18,3,0,1,7,8
O=C(Nc1cccc(S(=O)(=O)N2CCOCC2)c1)C1CCCCN1S(=O)(=O)c1ccccc1 (stereo unspecified),6,2,2,-4,7,0,-12,1
N#CC(C#N)=NNc1ccc(S(=O)(=O)N2CCCCC2)cc1,18,22,42,-20,15,10,-34,-10
C/C(NCc1ccccc1)=C(\C#N)C(=O)NCc1ccccc1,10,-26,-2,-9,8,2,-12,4
CC(C)OCCCNC(=S)Nc1ccc(S(N)(=O)=O)cc1,0,-6,10,-2,-7,-14,5,5
Cc1ccc2nsnc2c1NC(=O)c1sc2ccccc2c1Cl,13,11,-2,9,1,-2,-16,30
COc1ccccc1NC(=O)C(C)OC(=O)c1cc2ccccc2[nH]1 (stereo unspecified),0,-6,0,0,-22,-1,-15,1
CN(CCO)c1nc(NCc2ccccc2)c2cnn(C)c2n1,-3,4,21,4,-3,5,-6,3

Screening results as filed in PubChem BioAssay.
